Bioassay records from PubChem.
RSV CPE inhibition – RSV antiviral activity via CPE protection, HEp-2 cells, primary 10 µM value included (AID 2391) | HEp-2 cells, RSV-induced CPE inhibition; higher % means a stronger effect | hit rate 0.13% among 310,000 | one-dose CPE inhibition, % at 10 µM; IC50 in µM for titrated hits; in the data active = a potency from the dose series; inconclusive = CPE inhibition mostly from about 23% at the one dose, without a potency; inactive = the rest, 99 in 100 with CPE inhibition below about 21%; also: strong numbers were not always called active
MgcRacGAP inhibition – MgcRacGAP GTPase-activating activity inhibitors, confirmation, biochemical, ADP Hunter fluorescence; MgcRacGAP-stimulated Rac1 GTP hydrolysis, ADP Hunter fluorescence; higher % means a stronger effect; GST-tagged Rac1 F28L mutant substrate; inhibition, % at 30 µM, or IC50 in µM where a hit was titrated; hit rate 0.6% among 340,000; AID 624330, 2012;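 active = first-screen hits whose inhibition reached a set limit at any dose in the follow-up dose series; inconclusive = inhibition above the set first-screen limit but never retested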;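 also: fluorescence reports GDP produced by GAP-driven GTP hydrolysis; strong numbers were not always called active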
GPR35 arrestin U2OS – GPR35 antagonists blocking zaprinast-driven arrestin recruitment, primary screen, imaging, U2OS, beta-arrestin-GFP, zaprinast agonist (AID 2058); inhibition, % at 10 µM, or IC50 in µM where a hit was titrated; hit rate 0.052% among 290,000; G-protein coupled receptor 35 (Homo sapiens); U2OS GPR35 beta-arrestin-GFP translocation imaging, zaprinast antagonism; higher % means a stronger effect;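 active = inhibition of at least 50% with at least 30 cells and total cytoplasm GFP at most 10,000,000; inconclusive = under 30 cells or total GFP of 10,000,000 plus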
West Nile antiviral – West Nile virus antiviral activity, cell-based, CPE readout (AID 1621). hit rate 0.02% among 290,000. one-dose CPE inhibition, % at 10 µM; IC50 in µM for titrated hits. West Nile virus-infected cells, CPE inhibition; higher % means a stronger effect; in the data active = a potency from the dose series; inconclusive = CPE inhibition mostly from about 3.7% at the one dose, without a potency; inactive = the rest, 99 in 100 with CPE inhibition below about 2.2%; also: strong numbers were not always called active
Large T inhibition – SV40 large T antigen inhibitors, biochemical (AID 1903). SV40 large T antigen ATPase/helicase inhibition assay; higher % means a stronger effect. inhibition, % at 20 µM, or IC50 in µM where a hit was titrated. hit rate 0.39% among 310,000; in the data active = a potency from the dose series; inconclusive = inhibition mostly from about 32% at the one dose, without a potency; inactive = the rest, 99 in 100 with inhibition below about 32%; also: strong numbers were not always called active
CSM14.1 death rescue – rescue of cells from ER stress-induced death, primary screen, 384-well, CSM14.1, thapsigargin, ATP luminescence (AID 1222); CSM14.1 thapsigargin-induced death rescue, ATP luminescence; higher % means a stronger effect; cellular ATP content (survival), % at 20 µM, or EC50 in µM where a hit was titrated; 190,000 tested, under 10 active;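 active = EC50 below 50 µM in the dose-response confirmation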;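 also: death triggered by thapsigargin at about 15 µM added after 2 h compound pretreatment; cell ATP read after overnight thapsigargin exposure of roughly 18 to 22 hours; normalized against plate controls of thapsigargin alone and 5% DMSO vehicle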
Dengue-2 NS5 capping – Dengue-2 NS5 methyltransferase inhibitors, primary screen, biochemical, confirmation dose response (AID 588689) | inhibition, % at 25 µM, or IC50 in µM where a hit was titrated | Dengue-2 NS5 methyltransferase capping enzyme assay, biochemical; higher % means a stronger effect | Genome polyprotein (Dengue virus type 2 (strain 16681-PDK53)) | hit rate 0.3% among 340,000; in the data active = a potency from the dose series; inconclusive = inhibition above about 29% without an active follow-up result
LYP phosphatase – inhibitors of LYP phosphatase, biochemical, fluorescence intensity, uHTS (AID 1779); Tyrosine-protein phosphatase non-receptor type 22 (Homo sapiens); recombinant LYP phosphatase, fluorescence intensity; higher % means a stronger effect; inhibition, % at 11.5 µM; hits with a dose series show IC50 in µM; hit rate 0.054% among 290,000; in the data active = inhibition above about 50%;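 also: plate controls were vehicle with enzyme for no effect and no enzyme for full effect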
Salmonella PhoP GFP – inhibitors of PhoP regulon expression, primary screen, Salmonella Typhimurium, GFP reporter (AID 1863); inhibition, % at 50 µM; hits with a dose series show IC50 in µM; S. Typhimurium PhoP-regulated promoter GFP reporter, 4 h; higher % means a stronger effect; hit rate 0.16% among 300,000;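 active = inhibition over 29.93%, a cutoff 3 SD above the screen mean, later confirmed by dose response; inconclusive = inhibition over 29.93% but no dose response follow-up; inactive = inhibition at most 29.93% or unconfirmed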;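 also: 0% = low Mg2+ inducing control and 100% = high Mg2+ repressing control; strong numbers were not always called active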
Dengue-2 NS5 capping pilot replicate – second read-out of Dengue-2 NS5 capping, no call of its own (marks repeat the call); inhibition, %; measured here: pilot screen replicate inhibition
Numbers without * were called inactive; u = inconclusive; x = no result given.

SMILES	RSV CPE inhibition	MgcRacGAP inhibition	GPR35 arrestin U2OS	West Nile antiviral	Large T inhibition	CSM14.1 death rescue	Dengue-2 NS5 capping	LYP phosphatase	Salmonella PhoP GFP	others
COc1cc(C(=O)Nc2cc(C)c(OCC(=O)N3CCOCC3)c(C)c2)cc(OC)c1OC	-0.1%	11%	4%	0.2%	4%	-1.2%	-7%	-5%	11%
NS(=O)(=O)c1ccc(N=Cc2c(O)n(-c3nccs3)c(=O)c3ccccc23)cc1	-0.5%	1%	-1%	0.6%	12%	x	-5%	-8%	-6%
CCCC(=O)C1=C(O)C(C(=O)OC)C(C)(C)CC1=NCc1ccccc1 (centres undefined)	1.8%	-5%	11%	0.3%	5%	x	2%	-2%	4%
COC(=O)c1ccccc1C(=O)N(c1ccccc1)c1ccccc1	0.6%	6%	x	x	12%	x	-5%	x	x
COc1ccc(-n2cnnc2SCC(=O)Nc2cc(C)on2)cc1	-0.9%	1%	-12%	0.5%	0%	-0.2%	-4%	-9%	2%
COC(=O)c1cc(S(=O)(=O)Nc2ccc(C)cn2)c[nH]1	6.6%	-2%	-1%	0.0%	2%	x	5%	-13%	7%
O=C(CNC(=O)c1ccc(Br)o1)Nc1ccncc1	-1.5%	3%	x	x	4%	x	-1%	x	7%
O=C1OC(Oc2ccccc2)(c2ccccc2)c2ccccc21 (centres undefined)	0.4%	1%	10%	1.8%	10%	1.0%	-5%	5%	-7%
COc1cccc(C2CC(c3ccc(F)cc3)Nc3nc(N)nn32)c1 (centres undefined)	1.6%	0%	5%	0.1%	-3%	-2.4%	-6%	4%	7%
COC(=O)CSc1nnc(-c2ccncc2)n1N	2.6%	3%	0%	-0.2%	11%	0.4%	-5%	0%	-1%	Dengue-2 NS5 capping pilot replicate=-8.2
CN1C(=O)C(C)(C)c2cc(S(=O)(=O)N3CCC(C(=O)NCc4ccccc4Cl)CC3)ccc21	0.3%	-2%	-19%	-0.7%	x	x	-2%	-12%	x
CN(CC(=O)N1CCN(c2ncccn2)CC1)S(=O)(=O)c1ccc(Cl)cc1	-0.6%	0%	-3%	0.7%	25%	-2.1%	-6%	-6%	-3%
O=S(=O)(c1ccc(F)cc1)c1nc(-c2ccccc2)oc1N1CCOCC1	2.1%	9%	-6%	-1.2%	20%	x	-9%	-8%	3%
CN(C)S(=O)(=O)c1ccc(NC(=O)/C=C/c2ccccc2Cl)cc1	10%	7%	4%	-0.6%	5%	-2.5%	-5%	7%	0%
CCCCCCCc1nc2c(=O)n(C)c3ccccc3c2o1	8.3%	5%	4%	-1.3%	3%	-0.4%	0%	-3%	5%
CCCCCCCCCC[n+]1cccc(C(=O)N(CC)CC)c1	-1.2%	6%	-10%	1.0%	13%	-0.9%	-2%	-5%	11%
CCN(CC)C(=O)C(=O)Nc1cccc(Br)c1	1.0%	7%	7%	0.3%	6%	-2.3%	0%	6%	-4%
Cc1ccc(NC(=O)c2cccs2)cc1NC(=O)c1cccnc1	2.9%	8%	-10%	-0.2%	5%	-2.8%	-8%	-3%	8%
O=C(COC(=O)c1cc[n+]([O-])cc1)Nc1cccc(Cl)c1Cl	0.4%	-16%	0%	-0.1%	6%	x	2%	2%	-1%
COc1cccc(CN(C)C(=O)c2cc(-c3cccs3)nc3ccccc23)c1	8.2%	3%	-8%	0.3%	9%	x	-5%	-4%	1%
O=C(CN1CCN(S(=O)(=O)/C=C/c2ccccc2)CC1)NCC(F)(F)F	-0.7%	10%	2%	-0.5%	24%	x	-6%	-8%	-1%
Cc1cc([N+](=O)[O-])nn1CC(=O)Nc1sc2c(c1C(N)=O)CCCC2	2.3%	8%	-9%	-0.7%	6%	-0.1%	-1%	0%	1%
Cc1cc(C)c(-c2csc(NC(=O)C3=COCCO3)n2)cc1C	19%	2%	x	x	9%	x	-2%	x	-2%
C=CCOc1c(Br)cc(/C=C(\C#N)C(N)=O)cc1OC	1.2%	10%	-4%	-0.3%	11%	x	-5%	-8%	-10%
O=C(Nc1ccc2c(c1)OCCO2)C1CCN(c2ncccn2)CC1	0.8%	7%	-12%	-0.2%	3%	-0.8%	-2%	-2%	-10%
CCOc1cc(/C=N/NC(=O)C(C)Sc2ccccn2)ccc1O (centres undefined)	1.3%	40µM*	-18%	-0.2%	23%	5.1%	-6%	-11%	5%
O=C1NCCN/C1=C\C(=O)c1ccc(Cl)cc1	1.8%	x	-1%	-0.5%	12%	x	x	-3%	-1%
CC(C)(C)c1cc[n+](-c2[nH]c(=O)sc2/C=N/NC(=O)c2ccccc2[O-])cc1	1.0%	6%	-11%	-0.5%	4%	x	u	6%	4%
O=C(Oc1ccc2c3c(c(=O)oc2c1)CCC3)c1ccco1	-0.2%	-7%	5%	0.1%	6%	-2.9%	-12%	-8%	1%
COc1cccc(-c2nnc(SCc3nc4ccccc4s3)n2C)c1	0.8%	12%	-4%	0.1%	-4%	-1.7%	-11%	-11%	-6%
COc1ccc(N2C(=O)C3C(c4ccc(OC)cc4O)NC(Cc4ccccc4)(C(=O)O)C3C2=O)cc1 (centres undefined)	-1.4%	9%	4%	0.0%	-1%	-0.8%	2%	-2%	5%
CCOc1ccc(Oc2ccc(Cl)cc2N)cc1	-0.2%	11%	-7%	-0.6%	29%	-1.3%	0%	4%	-4%
Cc1noc(C)c1S(=O)(=O)Nc1ccc(C(=O)N2CCN(c3ccc(F)cc3)CC2)cc1	0.6%	-5%	6%	-0.9%	-1%	-6.5%	-5%	-6%	1%
OC(CNCC1COc2ccccc2O1)COc1ccccc1F (centres undefined)	1.7%	8%	0%	0.0%	11%	x	-5%	-1%	5%
Cn1c(CCNC(=O)c2cc(COc3ccc(F)c(F)c3)on2)nc2ccccc21	1.4%	6%	1%	-0.6%	23%	x	-8%	-8%	-7%
O=C(NCc1ccccc1)C1CCCC1	-0.1%	x	-1%	0.0%	-6%	x	x	-7%	4%
Cc1ccc(CNC(=O)C2CCN(S(=O)(=O)c3cnc[nH]3)CC2)cc1	-0.2%	0%	-6%	0.2%	3%	-4.5%	0%	-3%	-6%
O=C(NCc1cn2ccsc2n1)Nc1cccc(Cl)c1	1.5%	9%	9%	-0.1%	1%	-1.5%	-3%	1%	8%
CCN(CC(=O)N1CCCC1)S(=O)(=O)c1ccc(Br)cc1	0.4%	7%	15%	-0.7%	11%	x	2%	-6%	-3%
CCOc1ccc(CC(=O)Nc2sc(Cc3ccccc3)c(C)c2C(N)=O)cc1OCC	0.9%	9%	-8%	0.3%	21%	8.6%	-7%	0%	-10%	Dengue-2 NS5 capping pilot replicate=1.4
OCCNc1nc2nonc2nc1NCCO	2.4%	4%	-6%	0.7%	6%	-0.1%	-2%	-3%	11%
CCOC(=O)C(=O)Nc1ccc(OC)c(Cl)c1	-0.4%	-6%	-9%	0.1%	7%	-0.1%	0%	1%	1%
Cn1cccc1Cc1nnc(SCC(=O)NCC2CCCO2)n1-c1ccc(F)cc1 (centres undefined)	0.6%	5%	-12%	-0.1%	5%	-1.4%	-3%	-2%	-3%
Nn1c(SCC(=O)NCCN2C(=O)CSC2=O)nnc1-c1ccc(OC(F)F)cc1	1.4%	3%	x	x	13%	x	-1%	x	1%
COc1ccc(CN2CCN(c3ccccn3)CC2)cc1OCc1ccccc1	x	18%	7%	-1.7%	4%	-4.0%	1%	-4%	2%
O=C(CSc1nccn1Cc1ccco1)Nc1ccc(F)cc1	-0.4%	7%	0%	-0.6%	2%	x	-5%	-12%	-7%
CCOc1[nH]n(-c2ccccc2)c(=O)c1C=Nc1ccc(C)cc1	3.5%	-11%	6%	-0.9%	8%	x	1%	5%	7%
O=C(Nc1ccc(F)cc1)c1csc(Cc2ccccc2)n1	2.5%	4%	5%	-0.4%	-4%	0.7%	-13%	1%	11%
Cc1cc(C(=O)COC(=O)c2cccnc2Cl)c(C)n1-c1c(C)n(C)n(-c2ccccc2)c1=O	-0.8%	6%	-2%	0.3%	2%	-0.8%	3%	-6%	3%
COC(=O)[C@@H]1[C@@H](C)OC(=O)N[C@H]1c1ccccc1	-0.1%	10%	8%	0.2%	12%	-2.2%	-1%	-5%	-7%
(further entries)
SMILES	RSV CPE inhibition	MgcRacGAP inhibition	GPR35 arrestin U2OS	West Nile antiviral	Large T inhibition	CSM14.1 death rescue	Dengue-2 NS5 capping	LYP phosphatase	Salmonella PhoP GFP	others
CCOC(=O)c1sc(-c2ccc(OC)cc2)cc1NC(C)=O	x	6%	7%	2.1%	2%	-1.3%	3%	-7%	-10%
O=C1c2ccc([N+](=O)[O-])cc2C(=O)N1c1ccc(Cl)cn1	0.6%	5%	-2%	-0.5%	x	1.2%	-10%	-6%	x
CC(OC(=O)C1=COCCO1)C(=O)NC(C)c1ccc(Cl)cc1Cl (centres undefined)	-2.8%	6%	x	x	5%	x	-9%	x	4%
COC(=O)c1sccc1NC(=S)N1CCN(c2ccccc2F)CC1	0.1%	-1%	-14%	x	7%	0.0%	3%	2%	3%
O=Cc1cc(N=Nc2ccccc2Cl)ccc1O	45%	5%	-20%	-0.5%	14%	-1.6%	11%	8%	4%
CC1CC(C)CN(S(=O)(=O)c2ccc(C(=O)Nc3sccc3C(N)=O)cc2)C1 (centres undefined)	12%	3%	4%	0.2%	3%	-1.3%	-7%	2%	-1%
O=C(COc1ccccc1)NC1CCN(Cc2ccccc2)CC1	-2.3%	-4%	-4%	-0.1%	17%	-1.8%	-6%	-12%	4%
CCOCCOC(=O)NCCCCCCNC(=O)OCCOCC	8.0%	9%	2%	0.3%	-2%	x	1%	0%	-3%
Cc1[nH]ncc1N=Cc1ccc([N+](=O)[O-])cc1	0.4%	8%	16%	-0.4%	19%	-2.7%	-5%	0%	2%
CCOc1nc(Nc2ccc(F)cc2)nc(N2CCN(c3ccc(OC)cc3)CC2)n1	2.3%	6%	15%	0.9%	3%	-0.4%	-7%	0%	-4%
Cc1ccc(NC(=O)NN(C)c2c(Cl)c(Cl)nn2C)cc1	2.1%	13%	-5%	0.7%	-1%	-0.4%	-15%	-6%	3%
O=C(CN1CCCCCC1)NCCN1C(=O)S/C(=C\c2ccccc2Cl)C1=O	-2.0%	8%	-12%	1.2%	12%	2.3%	-12%	4%	-4%
COc1ccc(NC(=O)CSc2nc3sc(C)cc3c(=O)n2C)c(OC)c1	7.5%	4%	3%	-0.9%	-15%	x	1%	-2%	0%

Rows were taken by chance; 1.5% or so of the library scored in one or more.
